Assay outcomes: PubChem, National Center for Advancing Translational Sciences (NCATS)
GAA glycogen mod: GAA glycogen-cleavage inhibition or activation; P10253; recombinant GAA, glycogen substrate, Amplex Red glucose oxidase fluorescence; Potency, µM (series often up to 76.4 µM), without a hit: at the top dose activity change, negative = inhibition, actives largely listed as inhibitors; hit rate 0.38% among 300,000;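 further: potency means the concentration at half of the fitted maximal effect; 0% = full enzyme reaction and -100% = no-enzyme basal signal; the screen sought inhibitors and activators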
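qHTS, 1536-well; enzyme 4 nM final; cpd up to 77 uM; substrate bovine liver glycogen 30 ug; 50 mM citrate/phosphate pH 5.0, 0.01% Tween-20; 37 C, 40 min; Amplex Red detection 45 min RT; Hill fit → AC50.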
HTT ATP protect: cytoprotection in Huntington HTT-Q103 PC12 cell model; PC12 HTT-Q103 induced, cytoprotection, ATP luminescence, 40 h; Potency, µM (doses to about 56.4 µM), for the others: cytoprotection (ATP increase), hits mostly activators; hit rate 0.14% among 230,000; AID 1471;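 further: potency means the concentration at half of the fitted maximal effect; % of control where 0% means no effect; nearly all actives have a fitted effect of over 45% in size; toxic huntingtin expression switched on by the ecdysone agonist tebufenozide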
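Stable PC12 Q103-GFP cells in serum-supplemented, phenol red-free DMEM; induction by tebufenozide at 100 nM final; compound dose series; cell viability quantified luminescently from ATP.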
CBFb-RUNX1 inh: blocks binding between human CBF-beta and RUNX1; 230,000 tested, under 10 active; Potency, µM (series often up to 59.8 µM), without a hit: at the highest dose activity, negative = inhibition, hits mostly inhibitors; AlphaScreen CBFb-His/RUNX1-biotin binding, biochemical; Q01196+Q13951; further: % of control where 0% means no effect
Target sequence (Q01196 whole entry, looked up): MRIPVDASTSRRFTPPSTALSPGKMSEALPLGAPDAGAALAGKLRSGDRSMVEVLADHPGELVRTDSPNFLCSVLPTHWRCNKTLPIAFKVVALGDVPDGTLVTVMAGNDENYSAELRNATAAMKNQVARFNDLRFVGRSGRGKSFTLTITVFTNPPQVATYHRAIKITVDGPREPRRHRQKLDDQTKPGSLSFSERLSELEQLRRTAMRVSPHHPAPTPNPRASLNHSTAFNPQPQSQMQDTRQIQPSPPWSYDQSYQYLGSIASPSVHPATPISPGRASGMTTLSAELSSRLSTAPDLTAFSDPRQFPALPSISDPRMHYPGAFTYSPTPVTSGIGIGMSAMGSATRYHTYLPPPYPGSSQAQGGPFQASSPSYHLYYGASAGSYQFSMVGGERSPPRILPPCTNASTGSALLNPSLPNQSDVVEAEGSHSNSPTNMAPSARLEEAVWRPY
Target sequence (Q13951 whole entry, looked up): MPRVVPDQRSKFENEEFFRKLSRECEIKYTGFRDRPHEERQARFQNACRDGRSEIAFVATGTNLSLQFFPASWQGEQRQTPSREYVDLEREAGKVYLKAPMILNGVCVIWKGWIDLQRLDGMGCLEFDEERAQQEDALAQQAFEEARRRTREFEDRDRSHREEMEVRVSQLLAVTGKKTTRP
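His-tagged CBF-beta and biotinylated RUNX1 (30 nM each) were premixed 20 min at room temperature, exposed to compound for 15 min, then given nickel-chelate and streptavidin AlphaScreen beads (50 ng each). After 90 min, AlphaScreen signal was read.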
GAA spleen mod: inhibits or activates alpha-glucosidase in human spleen homogenate; P10253; human spleen homogenate, 4-MU-alpha-glucoside fluorescence; Potency, µM (series often up to 79.9 µM), without a hit: at the highest dose activity change, negative = inhibition, usual class: inhibitors; hit rate 0.006% among 240,000; AID 2112;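 further: potency means the concentration at half of the fitted maximal effect; 0% = enzyme with vehicle and -100% = no enzyme basal signal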
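AC50 values come from Hill-equation fits of concentration-response data, normalized to no-enzyme and full-activity controls. Enzyme source: 1 ug human spleen homogenate; 1 mM fluorogenic 4-MU glucoside, pH 5.0 citrate buffer, 37 C, 40 min.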
Lamin A splicing: modulators of lamin A splicing | HeLa LMNA splicing GFP/RFP minigene ratio, 48 h | Potency, µM (top dose mostly 46.1 µM), without a hit: at the top dose ratio change, negative = inhibition, most hits filed as inhibitors | hit rate 0.01% among 200,000 | AID 1487; active means well fitted inhibition curve with a large enough effect in the signal ratio, with a control signal flat, not every such curve was filed as active; inconclusive means small, poorly fitted or top-dose-only effect, or effect the other way, or a change in a side signal; the % refers to the signal ratio; further: potency means the concentration at half of the fitted maximal effect; on the % scale 0 is the no-effect control and ±100 the full control effect
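S3 HeLa cells stably expressing lamin A-EGFP splicing minigene plus DsRed2, 600 cells/well, 48 h compound exposure at 37C. Laser-scanning cytometry; analysed as GFP (500-530 nm)/RFP (575-640 nm) total intensity ratio; 0.5% DMSO vehicle.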
GAA inhib: blocks human lysosomal alpha-glucosidase | P10253 | purified human GAA, 4-MU-alpha-glucoside fluorescence | AID 1466 | Potency, µM (series often up to 76.9 µM), for the others: at the top dose activity change, negative = inhibition, hits mostly inhibitors | hit rate 0.005% among 200,000;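 further: potency means the concentration at half of the fitted maximal effect; plate controls were uninhibited enzyme wells for no effect and no-enzyme background for full effect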
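Read-out is 4-methylumbelliferone fluorescence (Ex 365/Em 440 nm) after NaOH/glycine stop at pH 10. Enzyme 4 nM, substrate 400 uM, pH 5.0 citrate buffer, 20 min room temperature; AC50 from Hill-equation concentration-response.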
HTT aggregate: mutant huntingtin aggregation inhibition; hit rate 1.1% among 220,000; AID 1688; Potency, µM (top dose mostly 46.1 µM), for inactives: at the top dose activity change, negative = inhibition, most hits filed as inhibitors; PC12 HttQ103-GFP aggregates, Acumen cytometry, 40 h; further: potency means the concentration at half of the fitted maximal effect; on the % scale 0 is the no-effect control and ±100 the full control effect; nearly all actives have a fitted effect of over 60% in size
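PC12 cells stably carrying ecdysone-inducible HTT exon 1 Q103–GFP were induced with tebufenozide (100 nM final) and treated with library compounds in titration. GFP aggregates in lysates were counted by laser scanning cytometry.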
Active calls of the source: *; ? = inconclusive; / = no result given; & = joins results of further samples; [ ] = dose if it differs, or a comment. Unless noted, the call rests on the fitted dose curve; in most records, active means well fitted curve in the direction sought with a large enough effect; inconclusive means small, poorly fitted or top-dose-only effect, or another doubt; inactive means no such curve, though single readings can be large; an effect the other way counts as inactive or inconclusive.

no. | smiles | GAA spleen mod | GAA glycogen mod | CBFb-RUNX1 inh | GAA inhib | Lamin A splicing | HTT ATP protect | HTT aggregate
1 | CCn1c(=NC(=O)CSCC(=O)Nc2nccs2)sc2ccccc21 | 0% | -7% | -1% | 10% | 0% | 15% | 8%
2 | CC(C)C(=O)NN1c2ccccc2CCc2ccccc21 | 0% | 5% | 12% | / | / | 14%[10 µM] | 1%[9.22 µM]
3 | O=C(CCN1C(=O)C2C3C=CC(C3)C2C1=O)N1CCN(c2ccccn2)CC1 (stereo not drawn) | 3% | 1% | -2% | -1% | 9% | 25%[10 µM] | 2%
4 | COc1ccc(C2=CC(c3cc(OC)c(OC)c(OC)c3)NC(=S)N2)cc1 (stereo not drawn) | 1% | -1% | -5% | -1% | ? | -17% | 0%
5 | COc1cccc(-c2nc(NCC3CCCO3)c3ccccc3n2)c1O (stereo not drawn) | -5% | -3% | -7% | -7% | -1% | -22% | 23%
6 | CCOC(=O)c1c(NC(=O)CSc2nc3ccccc3s2)sc(C)c1C | -2% | -4% | 1% | -13% | ? | -16% | 4%
7 | COCCNC(=O)COc1cccc2c1OC(C)(C)C2 | 3% | -5% | 7% | -4% | / | -12% | -5%
8 | CCOc1ccc(/C(C)=N/N2C(=O)C(CC(=O)Nc3ccc(OC)cc3[N+](=O)[O-])SC2=Nc2cccc(C)c2C)cc1 (stereo not drawn) | 1% | -5% | 2% | 0% | 1% | / | 10%
9 | COc1ccc2c(c1)oc(=O)c1ccccc12 | 7% | 4% | 5% | 0% | ? | -7% | 1%
10 | Cc1cc(NC(=O)CSc2cn(CCNC(=O)c3ccc(Cl)cc3)c3ccccc23)no1 | 5% | ? | 6% | -3% | ? | -16% | -11%
11 | CCOCC(=O)Nc1ccccc1C(=O)O | -1% | -9% | 1% | 3% | 10%[46 µM] | -4%[10 µM] | 5%[9.22 µM]
12 | CCOC(=O)C1CCN(Cc2c(O)ccc3ccccc23)CC1 | 7% | 0% | 4% | 5% | -4% | 5%[10 µM] | -20%
13 | CCCCCSc1nc(O)cc(=O)[nH]1 | -5% | 0% | 7% | 2% | 12% | 23% | 10%
14 | Cc1cc(=O)oc2cc(OCC(=O)OCC(=O)N3CCc4ccccc43)ccc12 | -6% | -3% | 1% | 2% | 7% | -7%[10 µM] | -7%
15 | COc1ccc(NC(=O)c2cn(CCC#N)nc2-c2cc3ccccc3o2)cc1 | -15% | -8% | 4% | ? | / | / | 5%
16 | COCCCNC(=O)CCCOc1ccccc1 | 2% | -1% | 13% | -8% | 9% | -15% | 22%
17 | O=C(CNC(=O)c1cccs1)N/N=C/c1ccc(O)cc1O | 3% | -9% | -1% | 4% | / | ? | -1%
18 | Cc1cc(/C=N/NC(=O)CC2(C)OCCO2)c(C)n1-c1ccc(Cl)c(Cl)c1 | -10% | 7% | 3% | 2% | ? | 10%[10 µM] | 5%
19 | Cc1cccc(N(CC(=O)N2CCOCC2)S(C)(=O)=O)c1 | -4% | -1% | -1% | 6% | 7% | -18% | 11%
20 | CCN(CC)c1ccc(NC(=O)c2cccc(OC)c2)c(C)c1 | 1% | 0% | -8% | -11% | ? | -24% | ?
21 | CC(=O)NC(c1ccc(F)cc1)c1cccnc1 (stereo not drawn) | 2% | 4% | 1% | -1% | -8% | 23%[10 µM] | 12%
22 | O=C1CCC=C1C(O)c1ccccc1 (stereo not drawn) | -6%&5% | / | -12%&6% | / | / | -11%&-46% | /
23 | O=C(C1CCCN1S(=O)(=O)c1cccc2cccnc12)N1CCc2ccccc21 (stereo not drawn) | -8% | 1% | 1% | -6% | -14% | -35% | 9%
24 | CN(Cc1cc2ccccc2[nH]c1=O)C(=O)c1cccs1 | 8% | 4% | ? | -4% | 8%[46 µM] | -1% | -15%
25 | C[C@@H]1NC(=O)c2cc([N+](=O)[O-])cc(F)c2NCCC[C@@H](C(N)=O)NC(=O)[C@H](CC(N)=O)NC1=O | -8% | -3% | 7%[2.36 µM] | 1% | 0% | / | 7%
26 | CC(C)(C)OC(=O)CNC(=O)c1[nH]cnc1C(=O)N[C@@H](Cc1ccccc1)C(=O)OC(C)(C)C | -17% | -17% | 19% | / | / | 1%[10 µM] | -11%[9.22 µM]
27 | CN(C)CCCN1c2ccccc2C(C)(C)c2ccccc21 | / | / | / | / | -12% | ? | -27%
28 | c1ccc(-c2noc(C34CC5CC(CC(C5)C3)C4)n2)nc1 | -1% | 3% | 9% | -5% | -8% | -25%[10 µM] | 10%
29 | CCC(C)(C(=O)NC1CCCCC1)N(Cc1ccco1)C(=O)CNC(=O)c1ccccc1 (stereo not drawn) | -2% | 2% | 2% | 5% | 0% | 0% | 15%
30 | Cn1c(=NC(=O)c2ccc3c(c2)OCCO3)sc2cc(S(C)(=O)=O)ccc21 | 4% | 2% | -1% | -3% | ? | -19% | -28%
31 | COCc1cc(=O)n2[nH]c(SCc3ccccc3)nc2n1 | -15% | 16% | 0% | -3% | 14% | 9% | -3%[9.22 µM]
32 | COc1ccc(CC2(CO)CCN(Cc3cnn(C)c3C)CC2)cc1 | 4% | 16% | -4% | 2% | -9%[46 µM] | 9%[10 µM] | -21%[9.22 µM]
33 | Cc1cc(C)nc(NS(=O)(=O)c2ccc(N/C=C/C(=O)c3ccc(Cl)c(Cl)c3)cc2)n1 | -10% | 10% | 0% | 0% | -6% | / | -5%
34 | Cn1c(CN2CCN(c3ccc(Cl)cc3)CC2)nc2ccccc21 | 6% | -11% | -2% | ? | ? | -3%[10 µM] | -18%
35 | OCC1O[C@H](O[C@H]2C(O)C(O)C(O)O[C@@H]2CO)C(O)C(O)C1O (stereo partly drawn) | -9% | / | / | / | 12% | -12% | -7%
36 | COCCSc1nnc(NC(=O)Cc2ccc(OC)cc2)s1 | -3% | 9% | 0% | 12% | / | -19% | -14%
37 | CC1(C)Cc2cccc(C(=O)NC3CCN(Cc4ccccc4)CC3)c2O1 | 0% | 7% | 5% | -6% | / | 3%[10 µM] | -11%[9.22 µM]
38 | O=C(CNC(=O)c1ccco1)OCC(=O)c1ccc2ccccc2c1 | 2% | 1% | 3% | -6% | ? | 3% | -6%
39 | COc1cc(OC)c(C(=O)OCC(=O)N2CC(=O)Nc3ccccc32)cc1OC | -1% | 4% | -11% | -3% | 9%[46 µM] | -44%[inhibitor] | 3%
40 | CCOc1cc(/C=C2\CCC/C(=C\c3cc(Cl)c(O)c(OCC)c3)C2=O)cc(Cl)c1O | -9% | -21% | -11% | -4% | 290% | -67%[inhibitor] | 6%[9.22 µM]
41 | S=c1[nH]c(-c2ccccc2)cn1/N=C/c1cccnc1 | 1% | -21% | 4% | / | / | -3%[10 µM] | -17%[9.22 µM]
42 | COc1ccc(/C=N/NC(=O)c2ccncc2)cc1Cn1nc([N+](=O)[O-])c(Br)c1C | / | 1% | -4% | ? | 26%[46 µM] | -39%[inhibitor] | -1%
43 | CCOC(=O)Cn1nnnc1CN(Cc1cccs1)Cc1cc2cc(C)ccc2[nH]c1=O | -8% | -7% | 3% | -11% | -7% | 22% | 2%
44 | O=C(CCCn1c(=S)[nH]c2ccsc2c1=O)NCc1ccco1 | -6% | -4% | -4% | 7% | 11% | -13% | 6%
45 | CCc1ccc(OCc2nnc(SCC(=O)NCc3ccco3)o2)cc1 | 1% | 5% | 10% | -5% | -4% | 1%[10 µM] | -1%
46 | Cc1ccc(NC(=O)CCN2CCN(CCO)CC2)cc1Br | -3% | 6% | 14% | / | / | 18%[10 µM] | -2%[9.22 µM]
47 | CC(C)N1CCN(Cc2ccc(Oc3ncccn3)cc2)CC1CCO (stereo not drawn) | 6% | -11% | 0% | 7% | 20%[46 µM] | -3%[10 µM] | 5%[9.22 µM]
48 | O=[N+]([O-])c1ccc(N=Cc2c(O)ccc3ccccc23)cc1 | -9% | 2% | 7% | / | / | 0%[10 µM] | -12%[9.22 µM]

One compound at a time, from the list above:
COc1ccc(CC2(CO)CCN(Cc3cnn(C)c3C)CC2)cc1 is listed with GAA spleen mod = 4%; GAA glycogen mod = 16%; CBFb-RUNX1 inh = -4%; GAA inhib = 2%; Lamin A splicing = -9%[46 µM]; HTT ATP protect = 9%[10 µM]; HTT aggregate = -21%[9.22 µM]
Cc1ccc(NC(=O)CCN2CCN(CCO)CC2)cc1Br is listed with GAA spleen mod = -3%; GAA glycogen mod = 6%; CBFb-RUNX1 inh = 14%; GAA inhib = /; Lamin A splicing = /; HTT ATP protect = 18%[10 µM]; HTT aggregate = -2%[9.22 µM]

Arranged by value in CBFb-RUNX1 inh (rising): three of the compounds above
item | smiles | CBFb-RUNX1 inh
44 | O=C(CCCn1c(=S)[nH]c2ccsc2c1=O)NCc1ccco1 | -4%
37 | CC1(C)Cc2cccc(C(=O)NC3CCN(Cc4ccccc4)CC3)c2O1 | 5%
46 | Cc1ccc(NC(=O)CCN2CCN(CCO)CC2)cc1Br | 14%

Not a hit list; about 1.5% have a hit in one of these screens.
